Screening data from PubChem.
Exocytosis inh = lytic granule exocytosis inhibition | TALL-104 LAMP-1 surface exposure, flow cytometry; cells stimulated with thapsigargin and PMA | inhibition, % at 10 µM | AID 651702 | 360,000 compounds, 0.66% hits;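 active = inhibition above about 55%, limit read from the data; inconclusive = no clear call, values can overlap the other calls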
N-glyco inh = N-linked glycosylation inhibition; D54 ERlucT glycosylation luciferase reporter, 24 h; percent of 100 nM tunicamycin response; reporter increase, % at 12.5 µM; 360,000 compounds, 0.23% hits;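 active = mean luciferase reporter signal, scaled so untreated is 0 and the glycosylation-blocking control 100, at or above a set limit in every replicate; inconclusive = mean reaches the limit but not every replicate does; inactive = mean below the limit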;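 also: luciferase carries N-glycosylation sites so blocking glycosylation raises the light; 0% = median of neutral control wells and 100% = median of 100 nM tunicamycin wells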
ABCB6 inh 2 = human ABCB6 transporter inhibition | 360,000 compounds, 0.19% hits | fluorescence ratio to DMSO, % at 10 µM | Q9NP58 | K562-ABCB6 porphyrin accumulation, flow cytometry, 1 h; hits give low values;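 active = fluorescence ratio to DMSO below 75%, the collection mean minus 3 SD; inconclusive = too few cells collected in the well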;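 also: signal is porphyrin accumulated inside mitochondria; 100% equals median channel fluorescence of DMSO control wells; lower ratio means ABCB6 inhibition with less porphyrin fluorescence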
ABHD5-PLIN5 inh = blocks binding of human ABHD5 to perilipin-5. Q00G26+Q8WTS1. AID 602281. 360,000 compounds, 0.78% hits. inhibition, % at 4 µM. Split G. princeps luciferase complementation, luminescence, 4 h;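 active = inhibition above the mean inhibition across every tested compound plus 3 SD, cut at about 22% in these data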;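 also: 0% = DMSO only wells and the 100% control is not disclosed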
Cardio protect = modulators protecting cardiomyocytes from myocardial damage; protection from H2O2 cell death, % at 20 µM; 360,000 compounds, 0.63% hits; AID 588492; H9c2 cardiomyocytes, H2O2 injury protection, ATPLite, 2 h;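 active = compounds giving at least 50% protection of heart cells from peroxide-induced death in the single-dose screen, raw or plate-pattern-corrected value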;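 also: 0% = DMSO wells with peroxide and 100% = DMSO wells without peroxide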
m5-HT2A agonist = activates the mouse 5-HT2A serotonin receptor; P35363; CHO-K1 mHTR2A beta-arrestin complementation, luminescence; percent of 30 µM serotonin response; activation, % at 7.6 µM; 360,000 compounds, 0.66% hits;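 active = activation above a run cutoff, the mean activation of all tested compounds plus 3 SD, cut at about 14% in these data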;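 also: 0% = plate median of compound wells and 100% = 30 µM serotonin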
Target sequence (P35363 whole entry, looked up): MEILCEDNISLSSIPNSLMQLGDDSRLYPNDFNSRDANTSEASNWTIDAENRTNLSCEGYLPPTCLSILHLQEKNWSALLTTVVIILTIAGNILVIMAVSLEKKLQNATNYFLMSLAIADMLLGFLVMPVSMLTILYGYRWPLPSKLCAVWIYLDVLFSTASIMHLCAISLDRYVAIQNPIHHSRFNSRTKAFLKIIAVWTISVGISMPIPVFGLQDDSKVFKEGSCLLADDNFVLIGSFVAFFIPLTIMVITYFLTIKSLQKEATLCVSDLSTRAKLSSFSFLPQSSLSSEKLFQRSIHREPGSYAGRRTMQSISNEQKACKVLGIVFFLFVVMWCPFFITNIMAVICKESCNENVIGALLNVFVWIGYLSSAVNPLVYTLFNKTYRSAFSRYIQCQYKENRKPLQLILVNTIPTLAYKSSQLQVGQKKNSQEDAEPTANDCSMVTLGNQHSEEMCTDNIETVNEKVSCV
PDI turbidity = PDI (human) enzyme inhibition; PDI insulin aggregation turbidity, A650, 90 min; inhibition, % at 10 µM; 350,000 compounds, 0.052% hits; AID 588391;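 active = mean inhibition across replicates of 30% or more, whatever share of single replicates reach that level; inconclusive = mean inhibition below 30% while every single replicate reaches 30%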;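 also: absorbance from insulin aggregation driven by PDI reduction with DTT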
CaV13 ICDI inh = Disruptors of the CACNA1D IQ motif to Ca2+-dependent inactivation inhibitor domain association, primary screening, Förster resonance energy transfer in intact living …. HEK cells, CFP/YFP FRET ICDI-IQ, plate reader, 10 min; percent FRET-ratio fall versus neutral wells. inhibition, % at 12.3 µM. 340,000 compounds, 0.098% hits;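 active = mean replicate inhibition of at least 30% and at least 1% of replicates passing that level; inconclusive = only one of the two criteria is met; inactive = neither criterion is met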;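 also: 0% = median of the neutral control wells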
MC4R antagonist = blocks human MC4R cAMP signaling. MC4R-expressing cells, MTII-stimulated cAMP, LANCE TR-FRET. inhibition, % at 6.5 µM. 360,000 compounds, 0.48% hits. AID 540295;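 active = inhibition above its plate's cutoff, the mean of tested wells on that plate plus 3 SD, cut at about 29% in these data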;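 also: 0% = Melanotan II alone and 100% = Melanotan II plus saturating MCL0020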
Target sequence (P32245 whole entry, looked up): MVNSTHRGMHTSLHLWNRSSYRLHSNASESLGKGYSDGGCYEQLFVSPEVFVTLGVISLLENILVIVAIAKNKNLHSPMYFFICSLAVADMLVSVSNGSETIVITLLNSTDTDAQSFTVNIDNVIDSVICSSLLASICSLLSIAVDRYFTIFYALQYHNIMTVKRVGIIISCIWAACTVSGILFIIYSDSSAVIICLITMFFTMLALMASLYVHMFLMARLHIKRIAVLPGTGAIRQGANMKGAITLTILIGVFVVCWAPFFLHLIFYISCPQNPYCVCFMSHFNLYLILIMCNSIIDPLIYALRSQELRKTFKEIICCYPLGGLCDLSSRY
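system = U2OS cells with stable human MC4R expression | also added = Melanotan II challenge after compound preincubation | dosing = one concentration, 6.5 µM nominal | incubation = compound 30 min, challenge 1 h, detection 1 h | measured by = TR-FRET with Eu-cAMP and labeled anti-cAMP, 671 nm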
MC4R barr agon = agonists of human melanocortin 4 receptor (MC4R) beta-arrestin | P32245 | U2OS MC4R beta-arrestin complementation, luminescence; percent of melanotan II response, DMSO zero | activation, % at 8.9 µM | 360,000 compounds, 0.98% hits;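 active = activation above a per-plate cutoff, the mean activation of sample wells on that plate plus 3 SD, cut at about 8% in these data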
* marks the source's active call; other numbers are inactive results; ? = inconclusive; / = no result given.

Values run as follows: Exocytosis inh, N-glyco inh, ABCB6 inh 2, ABHD5-PLIN5 inh, Cardio protect, m5-HT2A agonist, PDI turbidity, CaV13 ICDI inh, MC4R antagonist, MC4R barr agon
1	CCCCN1CC(C)(C)Oc2cccc(F)c2S1(=O)=O
    -2, 0, 99, -2, 5, 3, -1, -9, 0, -0.2
2	CC1CCc2cc(F)ccc2N1C(=O)c1ccc2c(c1)OCO2 (configuration not stated)
    1, -1, 91, 2, 0, -11, -5, -5, 3, 0.5
3	CCOc1ccc(C2/C(=C(/O)c3ccc(OC)cc3)C(=O)C(=O)N2c2cc(C)on2)cc1OC (configuration not stated)
    7, 3, 90, 0, 2, 3, -3, 5, 7, 0.1
4	CC(=O)Nc1ccc2nc(NC(=O)COc3ccc([N+](=O)[O-])cc3)sc2c1
    -3, 0, 95, -5, 4, 3, -9, -2, 6, 0.5
5	Cc1cc(NS(=O)(=O)c2ccc(NC(=O)COc3ccc(Cl)cc3Cl)cc2)no1
    4, 2, 89, -2, -3, -1, -5, -2, -2, 3.5
6	Cc1ccc(C(C)C)c(OCC(=O)Nc2ccc(N3CCN(S(C)(=O)=O)CC3)cc2)c1
    -2, -2, 85, -8, -1, -6, -9, /, 1, 4.8
7	CCN(C(=O)Cn1c(=O)n(Cc2ccccc2)c(=O)c2ccccc21)c1cccc(C)c1
    -1, -3, 97, 2, 7, 4, 13, -3, 2, -1.5
8	NC1=NC(=O)C(Cc2ccc(Br)cc2)S1 (configuration not stated)
    4, -4, 101, 3, -2, 0, 3, -15, 11, -2.1
9	C=C(CC1([C@@H](NP(=O)(c2ccccc2)c2ccccc2)[C@H]2C[C@@H]2CCCC)CC1)c1ccccc1
    0, -8, 101, -3, -6, -1, -6, -13, 8, -0.8
10	COc1ccc(-c2cn3cccnc3n2)cc1NC(=O)c1cc(OC)c(OC)c(OC)c1
    0, 12, 98, 0, 48, 3, 3, 4, 11, -1.2
11	O=C(N/N=C/c1c[nH]c2ccccc12)C1COc2ccccc2O1 (configuration not stated)
    0, 16, 104, 2, 1, -3, 7, -5, -19, -2.5
12	CN(C)Cc1csc(Nc2ccc(C(F)(F)F)cn2)n1
    -2, -1, 98, 11, 14, -5, 3, -6, 6, 0.8
13	CCC(C)[C@H](NC(=O)NC1CCCc2ccccc21)C(=O)OC (some centres not stated)
    4, 0, 94, -3, -1, 7, 6, -4, -7, 4.6
14	O=C(CCn1c(=O)c2ccccc2n(CC(=O)NC2CCCC2)c1=O)NCCc1ccc(Cl)cc1
    1, 0, 100, 1, 14, 6, 2, -5, 3, -2.7
15	Cc1ccc2nc(SCc3nnc(-c4cccs4)o3)[nH]c2c1
    -1, 1, 93, -1, 0, 2, -5, -5, -1, 0.4

Next part:
Values run as follows: Exocytosis inh, N-glyco inh, ABCB6 inh 2, ABHD5-PLIN5 inh, Cardio protect, m5-HT2A agonist, PDI turbidity, CaV13 ICDI inh, MC4R antagonist, MC4R barr agon
16	COc1ccc(CNC(=O)CN(C)Cc2ccccc2F)cc1OC
    -15, -1, 96, -5, 2, 5, -3, -6, 2, -2.5
17	O=c1[nH]c(/C=C/c2ccccc2F)nc2ccccc12
    32, -7, 99, 0, -14, 2, 0, -5, -22, 1.8
18	COc1ccc(-c2ccc3oc(-c4ccsc4)cc3c2)cc1
    -2, 0, 104, 2, -2, -6, 3, -3, 6, -0.7
19	CC(=O)COc1ncn(-c2ccccc2)n1
    -2, 2, 103, 3, 1, 9, 1, /, 26, 0.0
20	O=C(Nc1nccs1)C1C2CC3OC(=O)C1C3C2 (configuration not stated)
    2, 2, 88, 13, 3, 2, 10, -2, 7, -1.5
21	Cc1cc2c(cc1C)N(C(=O)CSc1nncn1C)C(C)(C)c1ssc(=S)c1-2
    -6, -3, 97, 17, -2, -2, 11, -10, 10, 0.0
22	COc1ccccc1CCN=C(N)NS(=O)(=O)c1ccc(C)c(C)c1
    22, 0, 93, 3, -7, 0, -6, /, -6, -2.3
23	CC1=C(C(=O)c2ccccc2)C(c2cccc([N+](=O)[O-])c2)NC(=S)N1 (configuration not stated)
    -7, -1, 95, -5, 12, -4, 0, 7, -1, -3.1
24	CCOc1cc(C)cc2oc(=O)cc(-c3ccccc3)c12
    24, -4, 98, -6, -4, -1, -5, -8, -4, 5.5
25	Cc1cccc(Nc2ncnc3onc(-c4cccc(Cl)c4)c23)c1C
    -5, -6, 95, -3, -9, 6, -2, -10, 10, 6.4
26	COc1ccc2c(c1)c(=O)oc1cc(OCC(=O)N3CCC(C)CC3)ccc12
    -2, -4, 84, 2, -4, 0, 2, /, 0, -0.8
27	COc1cc(/C=C/C2=CC(C)(C)NC(=S)N2)cc(OC)c1OC
    -2, 10, 105, -1, 9, 9, 2, -6, -1, -2.7
28	c1ccc(N2CC3COc4ccccc4C3=N2)cc1 (configuration not stated)
    -7, -1, 94, -8, -7, 4, -5, -6, 0, 1.6
29	O=C(Nc1ccsc1C(=O)NC1CC1)c1ccccc1
    -2, 5, 97, -4, 1, 0, -12, /, 0, -1.8
30	C/C(=N\Nc1nc(-c2ccccc2)cs1)c1cccs1
    -2, -5, 94, -8, -8, 1, -6, -3, -1, 0.6

The list goes on:
Values run as follows: Exocytosis inh, N-glyco inh, ABCB6 inh 2, ABHD5-PLIN5 inh, Cardio protect, m5-HT2A agonist, PDI turbidity, CaV13 ICDI inh, MC4R antagonist, MC4R barr agon
31	CN(C)/C=C/C(=O)c1ccc2noc(-c3ccccc3)c2c1
    6, -8, 100, 5, 17, -4, -13, -17, 0, 1.6
32	COc1cc(S(=O)(=O)Nc2ccc(C(=O)NCC(=O)O)cc2)ccc1NC(C)=O
    -6, 0, 96, 3, 9, 0, 4, 2, -4, -2.1
33	COc1ccc(-c2nc3ccccc3c(=O)n2N)cc1
    0, 1, 98, -4, 2, 2, -8, -6, -6, 0.0
34	CC1CCCN(Cc2nc3c(c(=O)n(C)c(=O)n3C)n2Cc2c(F)cccc2Cl)C1 (configuration not stated)
    1, 6, ?, -2, 9, -5, /, -3, -2, -0.1
35	CCc1ccc2c(c1)C(=O)C(=O)N2CCS(=O)(=O)c1ccccc1
    14, 14, 99, -16, 3, 21*, 7, -3, -23, -3.5
36	O=S(=O)(NCc1ccccc1)c1ccc(-c2cnc(C3CC3)o2)cc1
    -2, 3, 88, 6, -10, 1, -5, -6, -1, 1.7
37	CCC(=O)N(NC1=NS(=O)(=O)c2ccccc21)S(=O)(=O)c1ccc(C)cc1
    3, 1, 102, -1, 7, -4, -1, -6, 5, -1.8
38	CNC(=S)N(CCO)Cc1cc2cc3c(cc2[nH]c1=O)OCO3
    -2, 2, 99, -3, 9, 4, -12, -19, 2, -0.8
39	O=c1cc(C(F)(F)F)[nH]c2ccccc12
    -1, 0, 99, -1, 2, -2, -6, -4, 8, -2.3
40	COc1ccc(C(=O)CC(=O)C(=O)Nc2c(C)cccc2C)cc1
    2, 4, 103, -7, 4, -9, 0, -13, -3, -2.6
41	O=C(CSc1ccc([N+](=O)[O-])cc1)NNC(=O)c1ccccc1F
    23, -1, 95, 4, -2, -3, 7, -3, 22, -2.5
42	O=C(CCCc1c[nH]c2ccccc12)N1CCCCCC1
    -6, -2, 94, 0, 5, -3, 2, -1, 5, -3.0
43	COc1cc(NC(=O)COc2ccccc2)c(OC)cc1NC(C)=O
    5, 1, 91, 3, 2, 0, 0, 4, 2, -2.4
44	CCC(=O)NC(c1ccco1)c1cc(Cl)c2cccnc2c1OC (configuration not stated)
    -7, -2, 85, 3, 10, -2, -3, -5, 6, -1.8
45	CC(C)C[C@H](NC(=O)Nc1ccc(S(N)(=O)=O)cc1)C(=O)O
    -2, 0, 101, 3, -2, 0, 3, -5, 3, -1.3

(listing goes on)
Values run as follows: Exocytosis inh, N-glyco inh, ABCB6 inh 2, ABHD5-PLIN5 inh, Cardio protect, m5-HT2A agonist, PDI turbidity, CaV13 ICDI inh, MC4R antagonist, MC4R barr agon
46	CC(C)C(=O)Nc1ccc(N2CCCC2)c(Cl)c1
    -2, 0, 104, -1, -7, -5, -1, -7, -7, 0.7
47	CC(C)c1ccc(NC(=O)CSc2nnc(CN3CCOCC3)n2C)cc1
    -10, 2, 97, 2, 0, 2, 1, -3, 9, -0.1
48	CCc1ccccc1NC(=O)CN1CCN(C(=O)CCC(=O)N2CCC(c3ccccc3)=N2)CC1
    -3, 0, 92, 12, -3, 9, 8, -2, -1, -2.1
49	CCOC(=O)[C@H]1[C@H]2COc3ccccc3[C@@H]2N2C(=O)CN(CC3CCCO3)C(=O)[C@@]12C (some centres not stated)
    36, 2, 99, 0, 0, 2, -4, -9, 3, 1.5
50	COc1ccc(-n2ccnc2SCC(=O)NC2CCCC2)c(OC)c1
    -2, -1, 101, -5, -8, 1, 2, -19, 8, -0.1
51	O=C(Cn1ncc2c(=O)oc3ccccc3c21)N1CCC(N2CCCCC2)CC1
    0, 0, 103, -8, 23, 3, /, -7, -1, 1.5
52	O=C1CCc2cc(S(=O)(=O)NCCc3ccccc3)cc3c2N1CC3
    -5, 1, 99, 3, -9, 5, -6, -6, 9, -1.6
53	COc1ccccc1CCNC(=O)C(=O)NCCC1CCCCN1S(=O)(=O)c1cccs1 (configuration not stated)
    -2, -1, 99, -7, -3, -1, 3, -13, 6, -1.9
54	CCC1(C)CC2(CCCN(CCC(=O)c3ccccc3)C2)CCO1 (configuration not stated)
    -3, -3, 99, 0, -23, 6, 19, 2, 14, -1.9
55	O=C(CN1CCN(C(=O)CNC(=O)c2ccc3c(c2)OCO3)CC1)Nc1ccccc1Cl
    -8, 1, 97, -8, -3, 9, 0, -5, 10, 1.7
56	CN(C(=O)CSc1nnc(N)s1)C1CCCCC1
    8, 0, 95, 6, 0, -6, -6, -6, 7, -0.8

Rewritten with one line to a screen: entries from further up.
49	CCOC(=O)[C@H]1[C@H]2COc3ccccc3[C@@H]2N2C(=O)CN(CC3CCCO3)C(=O)[C@@]12C (some centres not stated)
54	CCC1(C)CC2(CCCN(CCC(=O)c3ccccc3)C2)CCO1 (configuration not stated)
Assay by compound	49	54
Exocytosis inh	36	-3
N-glyco inh	2	-3
ABCB6 inh 2	99	99
ABHD5-PLIN5 inh	0	0
Cardio protect	0	-23
m5-HT2A agonist	2	6
PDI turbidity	-4	19
CaV13 ICDI inh	-9	2
MC4R antagonist	3	14
MC4R barr agon	1.5	-1.9
